Assay outcomes: PubChem, Sanford-Burnham Center for Chemical Genomics
mouse EphA4 binding: inhibitors of EphA4 binding to KYL peptide, primary screen, biochemical, colorimetric, mouse EphA4 (AID 689). inhibition, % at 10 µM; hits with a dose series show IC50 in µM. Ephrin type-A receptor 4 (Mus musculus). hit rate 0.1% among 62,000. EphA4-AP binding to KYL peptide, pNPP A405; higher % means a stronger effect; in the data active = a potency from the dose series; inactive = the rest, 99 in 100 with inhibition below about 22%
* hit, by the source's call. Only part of the results is shown, so the mix of outcomes need not match the whole.

SMILES | mouse EphA4 binding
CCOC(=O)c1ccccc1NC(=O)c1ccc(N(Cc2ccc(Cl)cc2)S(C)(=O)=O)cc1 | -1%
Cc1ccccc1NC(=O)C(=O)NCCc1ccc(Cl)cc1 | 0%
CCCCNC(=O)c1c(N)n(/N=C/c2ccccn2)c2nc3ccccc3nc12 | -3%
COc1cccc(Oc2cncnc2-c2ccc(OC)cc2O)c1 | -11%
COc1ccc(C)cc1NC(=O)C(=O)NCc1ccc(C)cc1 | 0%
O=C1CC(c2ccc3c(c2)OCO3)CC2=C1C(c1ccccc1OCc1ccccc1)Nc1ccccc1N2 (centres undefined) | -6%
CCCCCCC(=O)Nc1nc(C)c(-c2csc(Nc3cccc(OC)c3)n2)s1 | 5%
Cc1csc(N(C(=O)c2cccc(S(=O)(=O)N(C)C)c2)c2ccccc2)n1 | 10%
COc1cnc(-c2ccccc2)nc1Oc1ccc(C(C)(C)C)cc1 | 5%
COC(=O)c1cn(NC(=O)c2cccc(F)c2)c(=O)c2ccccc12 | -16%
O=C(O)COc1ccccc1/C=C1/SC(=S)N(NC(=O)c2ccc(Cl)cc2)C1=O | -2%
CCn1c(SCC(=O)NC2CCCc3ccccc32)nnc1-c1cccs1 (centres undefined) | 3%
CCOc1ccccc1-n1nnnc1SCc1nc2ccccc2s1 | 5%
CC1(C)CC(=O)C(C=N)=C(O)C1 | 2%
COc1ccc(C(=O)/C=C(\C)Nc2ccc(NC(C)=O)cc2)cc1 | 2%
CCC(Sc1nc(-c2ccccc2)cc(=O)[nH]1)C(=O)O (centres undefined) | -15%
CC1CN(c2ccc([N+](=O)[O-])cc2)CCN1S(=O)(=O)c1ccccc1 (centres undefined) | -4%
CC1(C)CC(=O)c2cc(OCC(=O)NCCCN3CCN(c4ccc(F)cc4)CC3)ccc2O1 | 4%
CCn1ncc(C(=O)Nc2cc(C)on2)c1C | -6%
Cc1cc(C)n(-c2nc3c(c(=O)[nH]c(=O)n3C)n2CC(C)C)n1 | 3%
COc1ccc(NC(=O)NC(C)(C(F)(F)F)C(F)(F)F)cc1 | -6%
CCOc1ccc(-n2cc(C(=O)N3CCC(C)CC3)c3cc(OC)c(OC)cc3c2=O)cc1 | -5%
COc1ccc(S(=O)(=O)Cc2ccc(C(=O)N3CCN(c4cc(Cl)ccc4C)CC3)o2)cc1 | 1%
O=C1CCCc2nc(N3CCN(Cc4ccccc4)CC3)ncc21 | -5%
Cn1nc(C(F)(F)F)c(/C=N/OC(=O)c2ccccc2)c1SCc1ccc(Cl)cc1 | 3%
O=C(O)c1cccc(N2C(=O)C3CC=C(Cl)CC3C2=O)c1 (centres undefined) | 6%
Cn1c(SCc2ccccc2Cl)nc(C(F)(F)F)cc1=O | -10%
CC(C)c1cc(NC(=O)CSc2nnc(-c3ccccc3F)n2C)on1 | 0%
Cc1nc2ccc(S(=O)(=O)NC(C(=O)NC3CCCC3)C(C)C)cc2s1 (centres undefined) | -12%
O=C(NCCCO)c1ccc2[nH]c3c(c2c1)CCCC3 | 9%
Cc1ccccc1P(=O)(CO)c1ccccc1C | -16%
CCOC(=O)c1c(-c2ccccc2)oc2cc(Br)c(OS(C)(=O)=O)cc12 | 5%
CC(C)(C)c1nc(NCC2CCCO2)c2nnn(Cc3ccccc3)c2n1 (centres undefined) | -4%
Cc1cc2c(cc1[N+](=O)[O-])-c1c(ssc1=S)C(C)(C)N2 | -4%
O=C(CSc1nc(-c2ccccc2)c(-c2ccccc2)o1)Nc1nnc(-c2ccccc2)s1 | 9%
Cc1ccccc1C(=O)N1CCN(c2ncnc3c2cnn3-c2ccccc2)CC1 | -7%
O=C(CCn1c(=O)sc2ccccc21)Nc1nccs1 | -2%
COCCn1nnnc1C(CC(C)C)N1CCN(C(=O)c2ccco2)CC1 (centres undefined) | -1%
Cc1nc2cc3ccccc3cc2c(=O)[nH]1 | 2%
COc1cccc(CSc2nnc(C(F)(F)F)n2Cc2ccc(F)cc2)c1 | 43%
Clc1ccc2ncc(-c3nnnn3-c3ccccc3)c(-c3ccccc3)c2c1 | -10%
COC(=O)c1scc(C)c1NC(=O)Cc1ccccc1 | -7%
CCN(CC)C(=O)c1cc2sc3ccccc3c2s1 | -13%
O=C(Nc1ccccc1C(F)(F)F)NC1CCCCCCC1 | 1%
Cc1cccc(C)c1NC(=O)/C=C/c1ccc2c(c1)OCO2 | -19%
CCCc1cc2c(cc1NC(=O)c1ccccc1Cl)OCO2 | -11%
COC1(c2cc(-c3ccccc3)nc(N)n2)CCCCC1 | -15%
O=c1ccc2c(o1)/C(=C/C=C(Cl)Cl)CCC2 | -1%
c1ccc(CNC2=NCCCC2)cc1 | -6%
O=C(NCC1CCCO1)c1sc(=S)n2c1[nH]c(=O)c1ccc(C(=O)N3CCCCC3)cc12 (centres undefined) | -11%
Cc1cc(=O)oc2cc(OCc3nnc(-c4ccccc4Br)o3)ccc12 | -1%
Cc1cc2nc(NC3=NCN(Cc4ccc5c(c4)OCO5)CN3)nc(C)c2cc1C | -8%
Cc1c(C(=O)Nc2ccc(OC(F)(F)F)cc2)sc2nc3n(c(=O)c12)CCC3 | 4%
CC1(C)CC(=O)C2=C(C1)Oc1nc3ccccc3cc1C2C(C#N)C#N (centres undefined) | 4%
O=C(COC(=O)CC12CC3CC(CC(C3)C1)C2)Nc1ncc(Cl)cc1Cl | 18%
Cc1cc(C)n2nc(CCc3ccccc3)nc2n1 | 0%
Cc1ccc(-n2nnc3c(=O)oc4ccccc4c32)cc1 | -15%
Cc1cc(NC(=O)CSc2nnc(-c3ccccc3)n2Cc2ccco2)no1 | -8%
CCOc1cccc2cc(C(=O)Nc3nccs3)c(=O)oc12 | -12%
COc1ccc(NC(=O)CCNS(=O)(=O)c2ccc(Br)s2)cc1 | -8%

An excerpt of these results, as tab-separated lines:
smiles	mouse EphA4 binding
Cc1cccc(C)c1NC(=O)/C=C/c1ccc2c(c1)OCO2	-19%
CCCc1cc2c(cc1NC(=O)c1ccccc1Cl)OCO2	-11%
COC1(c2cc(-c3ccccc3)nc(N)n2)CCCCC1	-15%
O=c1ccc2c(o1)/C(=C/C=C(Cl)Cl)CCC2	-1%
c1ccc(CNC2=NCCCC2)cc1	-6%
O=C(NCC1CCCO1)c1sc(=S)n2c1[nH]c(=O)c1ccc(C(=O)N3CCCCC3)cc12 (centres undefined)	-11%
Cc1cc(=O)oc2cc(OCc3nnc(-c4ccccc4Br)o3)ccc12	-1%
Cc1cc2nc(NC3=NCN(Cc4ccc5c(c4)OCO5)CN3)nc(C)c2cc1C	-8%
Cc1c(C(=O)Nc2ccc(OC(F)(F)F)cc2)sc2nc3n(c(=O)c12)CCC3	4%
CC1(C)CC(=O)C2=C(C1)Oc1nc3ccccc3cc1C2C(C#N)C#N (centres undefined)	4%
O=C(COC(=O)CC12CC3CC(CC(C3)C1)C2)Nc1ncc(Cl)cc1Cl	18%
Cc1cc(C)n2nc(CCc3ccccc3)nc2n1	0%
Cc1ccc(-n2nnc3c(=O)oc4ccccc4c32)cc1	-15%
Cc1cc(NC(=O)CSc2nnc(-c3ccccc3)n2Cc2ccco2)no1	-8%
CCOc1cccc2cc(C(=O)Nc3nccs3)c(=O)oc12	-12%
COc1ccc(NC(=O)CCNS(=O)(=O)c2ccc(Br)s2)cc1	-8%

Next section.
SMILES | mouse EphA4 binding
CC(=O)c1cccc(NC(=O)c2cnn3c(-c4ccccc4)cc(-c4ccccc4)nc23)c1 | -8%
O=C(O)c1ccc(N2C(=O)CC(Cc3ccc(Cl)cc3)C2=O)cc1 (centres undefined) | -20%
CC(=O)NC1C(=O)N(CCc2ccccc2)c2ccc(Br)cc21 (centres undefined) | -6%
N=c1c(C(=O)NCc2ccc(F)cc2)cc2c(=O)n3ccccc3nc2n1Cc1cccnc1 | -3%
CC1CCc2c(sc(NC(=O)C(=O)NCc3ccco3)c2C#N)C1 (centres undefined) | -9%
Cc1nn(C(C)C(=O)Nc2sc3c(c2C#N)CCCC3)c(C)c1[N+](=O)[O-] (centres undefined) | -8%
CSc1cc(-c2ccc(Cl)cc2)c(C(=O)NN)s1 | 12%
COc1ccc(Cl)cc1NC(=O)COc1ccc(Br)cc1C | 0%
Cc1ccc(-c2nc(Nc3ccccc3)s[n+]2CS(=O)(=O)c2ccccc2)cc1 | -15%
CCC(=O)Nc1cc(C(=O)OCC(=O)c2ccc(Cl)cc2Cl)ccc1C | -7%
CC(Oc1ccc(Cl)cc1Cl)C(=O)OCn1nnc2ccccc2c1=O (centres undefined) | 2%
Cc1cc(N2CCN(C(=O)c3ccco3)CC2)n2nc(C)c(-c3ccc(Cl)cc3)c2n1 | -14%
CCc1nnc(NC(=O)c2cccs2)s1 | -2%
CCc1nc(N2CCOCC2)c(C#N)c2c1COC(C)(C)C2 | -5%
O=C1CN(C(=O)c2ccc(Br)o2)C(c2ccc(F)cc2)c2cc(Cl)ccc2N1 (centres undefined) | -7%
O=C1c2ccc3c4c(ccc(c24)C(=O)N1NC(=O)C(F)(F)F)CC3 | -14%
COc1ccccc1Nc1ncnc2ccc(C)cc12 | -6%
COC(=O)CN(c1ccccc1)S(=O)(=O)c1ccccc1[N+](=O)[O-] | -6%
CCn1c(COc2ccc(C)cc2)nnc1SCc1ccc(C#N)cc1 | 0%
Cc1c(NC(=O)CSc2nnc(C(C)Oc3ccc(Cl)cc3)n2-c2ccccc2)c(=O)n(-c2ccccc2)n1C (centres undefined) | 10%
NC(=O)c1cnn2c(C(F)(F)F)cc(-c3ccc(F)cc3)nc12 | -11%
O=C(Nc1ccccc1Cl)c1cc(S(=O)(=O)N2CCOCC2)cs1 | 9%
CCOc1ccc2nc(NC(=O)CSc3nnc(-c4ccncc4)n3CC3CCCO3)sc2c1 (centres undefined) | -12%
Cc1ccc(-n2c(-c3ccco3)nc3c(cnn3-c3ccccc3C)c2=O)cc1 | -10%
O=C(CSc1nnc(-c2ccc(O)cc2)o1)Nc1ccc2c(c1)OCCO2 | -8%
CN(C)CCOC(=O)C1(c2ccccc2)CCCC1 | -15%
C=CCOc1c2ccc(C(=O)NCc3ccc(OC)cc3)cc2nn1C | 0%
COc1ccc(C2CC(C(F)(F)F)n3nc(C(=O)N4CCN(C(=O)c5ccccc5)CC4)c(Cl)c3N2)cc1OC (centres undefined) | 0%
CC(=O)NN1C(=O)/C(=C\c2ccccc2)SC1=S | -20%
CCCCCCc1ccc(OCC(=O)OC)cc1OCC(=O)OC | -8%
CCN(CC)c1ccc(NC(=O)c2ccc(Br)cc2)cc1 | -1%
CCOc1ccc(C(=O)Nc2ccc(N3CCN(C)CC3)cc2)cc1Br | 0%
Cc1cc2c(c(=O)n1Cc1cccnc1)C(c1ccccc1)C(C#N)=C(N)O2 (centres undefined) | -7%
Cc1cccc2cc(CN(Cc3ccc4c(c3)OCO4)Cc3nnnn3C3CCCC3)c(=O)[nH]c12 | -5%
O=C(CSc1nccn1-c1ccccc1)c1ccc(Cl)cc1 | -5%
N#CCCN/N=C(\Cc1nc2ccccc2[nH]1)c1ccccc1 | 2%
CCOC(=O)c1ccc(NC(=O)CCC2COc3ccccc3O2)cc1 (centres undefined) | -16%
Cn1cnnc1SCC(=O)c1ccccc1 | -13%
O=C(c1ccccc1)c1c[nH]c(C(=O)NCCCn2ccnc2)c1 | -1%
Cc1cc(=O)oc2cc(OCC3CC(c4ccc(Br)cc4)=NO3)ccc12 (centres undefined) | -5%
COCCn1cnnc1SCC(=O)c1ccc(S(=O)(=O)N2CCCC2)cc1 | -5%
Cc1ccc(SCC(=O)NCCC2=CCCCC2)cc1 | -2%
C=CCn1cc(-c2cccc(Cl)c2)cc(C#N)c1=O | 5%
CCCC(=O)NC(Oc1ccc(/C=C2\SC(=S)N(CCCOC)C2=O)cc1)C(Cl)(Cl)Cl (centres undefined) | -2%
O=C(OCCN1CCCC1=O)c1cncc(Br)c1 | 2%
CNC(=O)C(=O)Nc1ccccc1OC | -5%
CCCC(=O)Nc1nc(C(=O)OCC)cs1 | -7%
O=C(COc1ccc(-n2cnnn2)cc1)N1CCN(c2ccc(F)cc2)CC1 | 5%
COc1ccc(C2Nc3ccccc3C(=O)N2Cc2ccco2)cc1CSc1ccccn1 (centres undefined) | -7%
COCCCNC(=O)C1CC(=O)N(C2CCCC2)C1 (centres undefined) | -26%
COc1cccc2sc(NC(=O)/C=C/c3ccc([N+](=O)[O-])cc3)nc12 | -8%
Cn1c(=O)oc2cc(S(=O)(=O)N3CCN(c4cccc(Cl)c4)CC3)ccc21 | -5%
Cc1ccc(C(=O)Nc2c(-c3ccccc3)nc3cc(C)ccn23)cc1 | -6%
C=CCOC(=O)C1=C(C)NC(SCC(=O)NC(=O)OCC)=C(C#N)C1c1cccnc1 (centres undefined) | -5%
O=C(CCl)Oc1ccc2occ(C(=O)c3cccs3)c2c1 | -4%
O=c1[nH]cnc2c1cnn2Cc1ccccc1 | -9%
O=C(CS(=O)c1cccc(Cl)c1)Nc1ccccc1Cl (centres undefined) | -12%
O=C(Nc1cccc(Cl)c1)c1ccccc1Br | 14%
COc1ccc(C(=O)/C=C/c2ccc(-c3ccccc3[N+](=O)[O-])o2)cc1 | 31%
COCCCNC(=O)c1c(NC(=O)c2cccs2)sc2c1CCCC2 | 4%

(more compounds)
SMILES | mouse EphA4 binding
c1cc2[nH]snc2c2nc(C3CC3)nc12 | -2%
Cc1ccc2c(c1)N(CC(=O)NC1CCCCC1C)C(=O)CO2 (centres undefined) | -3%
NC(=O)CSc1nnc(-c2cccc(S(=O)(=O)N3CCOCC3)c2)n1C1CCCCCC1 | 1%
COCCNC(=O)C1CC(=O)N(CCc2ccccc2)C1 (centres undefined) | -13%
O=C(CN1CCSCC1)N/N=C/c1ccc(F)cc1F | -1%
COc1ccc(/C=C/C(=O)Oc2cccc(/C=N/NC(=O)c3cccc(F)c3)c2)cc1 | -7%
O=C(OC1CCCCC1)c1ccc(NC(=O)C2CCCCC2)cc1 | 4%
CCCCCCC(=O)NCC(=O)OCC(=O)c1ccccc1 | -17%
FC(F)(F)c1cc(C(F)(F)F)c2ccc(N3CCN(c4ccc(Cl)cc4)CC3)nc2n1 | -13%
Cc1nc2ncnn2c(C)c1CCC(=O)NCCC1=CCCCC1 | -10%
O=C(c1ccc2nc(-c3ccco3)c(-c3ccco3)nc2c1)N1CCN(c2ncccn2)CC1 | 5%
